Screens: PubChem BioAssay, Broad Institute
PfHsp90 set2: growth inhibition of yeast expressing Plasmodium Hsp90. 310,000 tested, 0.32% active. AID 504621. inhibition, % at 9.4 µM. S. cerevisiae expressing PfHsp90, BacTiter-Glo ATP, 48 h; yeast lacking PDR1 and PDR3 efflux regulators;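 active means every replicate shows inhibition above about 80%, whatever the replicate mean, limit read from the data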;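 further: 0% = DMSO neutral controls and 100% = 20 µM radicicol positive controls; yeast relying on Plasmodium falciparum Hsp90 in place of its own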
CAL PDZ FP-1: inhibitors of human CAL PDZ peptide binding; 330,000 tested, 0.02% active; purified CAL PDZ, TMR-peptide fluorescence polarization, 1 h; inhibition, % at 20 µM; Q9HD26; AID 504414;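 active means highest replicate inhibition of at least 40%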;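 further: plate controls were DMSO neutral control wells for no effect and unlabeled competitor peptide control wells for full effect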
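Material: tagged CAL PDZ domain; buffer or medium: 25 mM sodium phosphate pH 7.4, 150 mM NaCl, TCEP, IgG, Thesit; compound dosing: single point, 20 µM; schedule: 1 h incubation at room temperature before polarization reading; measured by: FP readout, S and P plane fluorescence; read-out basis: percent inhibition from loss of millipolarization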
SR-BI DiI-HDL act: activators of SR-BI mediated HDL lipid uptake. CHO ldlA[mSR-BI] cells, DiI-HDL uptake fluorescence, 3 h; 100 = double the neutral-control signal. activation, % at 12.5 µM. 320,000 tested, 0.096% active;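 active means mean replicate activation of at least 60% and every replicate at or above 60%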;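 further: 0% = median plate neutral-control signal and 100% = twice that signal; values of inactives mirror those of a sister screen read the other way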
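material = CHO ldlA[mSR-BI] cells | medium = Ham's F12 with 0.5% BSA, HEPES 25 mM, pH 7.4 | reagent = fluorescent DiI-HDL, 10 µg/mL final | compound dosing = single-point compound dose | incubation = 3 h, 37 °C | measured by = bottom-read fluorescence, 550/595 nm | measure = HDL uptake via cellular fluorescence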
MITF act: activators of MITF-driven TRPM1 promoter activity in SK-MEL-5 cells; SK-MEL-5 TRPM1-promoter luciferase, 24 h; % of positive control, neutral wells = 0; activation, % at 12.5 µM; 300,000 tested, 0.75% active;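 active means mean activation of at least 80% with every replicate also reaching 80%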;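 further: 0% = neutral control wells and 100% = parthenolide positive control wells; values of inactives mirror those of a sister screen read the other way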
Rtt109 HAT inh: inhibitors of Candida albicans Rtt109/Vps75 histone acetyltransferase; purified Rtt109/Vps75, ThioGlo CoA-SH fluorescence, 4 h; Q5AAJ8; 330,000 tested, 0.16% active; AID 540336; inhibition, % at 34.9 µM;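 active means inhibition of at least 50% in every replicate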
Target sequence (Q5AAJ8 whole entry, looked up): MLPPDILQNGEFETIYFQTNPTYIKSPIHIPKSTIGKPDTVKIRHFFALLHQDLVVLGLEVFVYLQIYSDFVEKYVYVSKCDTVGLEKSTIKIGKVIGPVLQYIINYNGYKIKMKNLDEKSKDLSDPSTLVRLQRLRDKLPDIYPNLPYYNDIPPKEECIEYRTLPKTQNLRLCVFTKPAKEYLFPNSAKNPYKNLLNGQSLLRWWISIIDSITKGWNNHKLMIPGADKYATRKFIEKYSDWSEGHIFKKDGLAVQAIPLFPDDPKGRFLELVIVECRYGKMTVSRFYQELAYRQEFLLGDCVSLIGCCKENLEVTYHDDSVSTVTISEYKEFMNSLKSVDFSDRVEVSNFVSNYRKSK
PvdQ acylase: P. aeruginosa PvdQ acylase inhibition | purified PvdQ acylase, fluorescence plate reader | inhibition, % at 10 µM | 340,000 tested, 0.063% active; in the data active means inhibition above about 30%, passing the limit was not always enough;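 further: 0% = vehicle neutral wells and 100% = reference inhibitor wells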
dFosB activator: activators of mouse delta FosB homodimer; purified delta FosB, TAMRA-CDK5 oligo fluorescence polarization; percent of positive-control signal above neutral wells; activation, % at 25 µM; 340,000 tested, 0.99% active;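 active means mean activation above about 17%, with every replicate also reaching it, limit read from the data, passing the limit was not always enough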;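 further: fluorescence polarization rise as delta FosB binds a TAMRA Cdk5 AP-1 oligo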
CAL PDZ FP-2: inhibitors of human CAL PDZ peptide binding | purified CAL PDZ, TMR-peptide fluorescence polarization, 1 h | inhibition, % at 24.9 µM | AID 602252 | Q9HD26 | 300,000 tested, 0.92% active;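 active means mean inhibition of at least 30% with at least half of replicates also reaching 30%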;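 further: 0% = DMSO neutral control and 100% = excess unlabeled competitor peptide PRC23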
NSD2 HMT inh: NSD2 (human) methyltransferase inhibition. inhibition, % at 12.5 µM. AID 743445. NSD2 peptide methylation, AlphaScreen, 120 min. O96028. 310,000 tested, 0.54% active; in the data active means inhibition above about 50%
SR-BI HDL uptake: inhibitors of mouse SR-BI mediated HDL lipid uptake | AID 488896 | 320,000 tested, 0.96% active | inhibition, % at 12.5 µM | Q61009 | ldlA[mSR-BI] CHO cells, DiI-HDL uptake fluorescence, 3 h;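 active means mean replicate inhibition of at least 70% and a set share of replicates each scoring 70 or more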;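 further: 0% = median of neutral control wells and 100% = median of positive control wells; values of inactives mirror those of a sister screen read the other way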
Target sequence (Q61009 whole entry, looked up): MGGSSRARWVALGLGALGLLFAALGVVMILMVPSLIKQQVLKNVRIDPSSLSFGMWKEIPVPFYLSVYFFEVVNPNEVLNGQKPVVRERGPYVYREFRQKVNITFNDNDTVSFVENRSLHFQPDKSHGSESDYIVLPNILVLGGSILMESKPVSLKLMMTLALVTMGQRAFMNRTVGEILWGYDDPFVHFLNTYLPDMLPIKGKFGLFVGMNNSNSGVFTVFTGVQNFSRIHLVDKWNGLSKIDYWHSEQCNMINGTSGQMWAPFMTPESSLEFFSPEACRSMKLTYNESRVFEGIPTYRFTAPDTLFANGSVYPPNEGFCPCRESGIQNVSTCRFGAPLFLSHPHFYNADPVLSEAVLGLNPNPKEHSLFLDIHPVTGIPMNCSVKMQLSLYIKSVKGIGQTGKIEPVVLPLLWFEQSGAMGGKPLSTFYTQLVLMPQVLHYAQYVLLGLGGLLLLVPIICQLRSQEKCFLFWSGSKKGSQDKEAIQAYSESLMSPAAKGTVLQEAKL
* = called active by the depositor; · = no result given.

nr	Compound	PfHsp90 set2	CAL PDZ FP-1	SR-BI DiI-HDL act	MITF act	Rtt109 HAT inh	PvdQ acylase	dFosB activator	CAL PDZ FP-2	NSD2 HMT inh	SR-BI HDL uptake
1	CCC(=O)N1CCc2cc(S(=O)(=O)CCC(=O)N3CCN(c4ccc(C(C)=O)cc4)CC3)ccc21	1.9	-2.5	-25.9	-9.5	-9.2	-10.0	-13.8	-1.6	-3.9	25.9
2	CNC(=O)C1Cc2ccccc2CN1S(=O)(=O)c1ccc(OC)c(OC)c1 (stereo unspecified)	-33.9	-8.2	7.1	-10.5	0.9	-22.8	5.9	·	4.3	-7.1
3	CC1CCc2c(nc3nc[nH]n3c2=O)C1 (stereo unspecified)	-6.8	-0.6	-14.7	0.3	4.9	-3.5	-0.7	-7.4	-8.7	14.7
4	O=S(=O)(Nc1cccc2[nH]ncc12)c1cccs1	1.7	-0.7	46.9	10.3	16.1	-1.4	-5.6	-3.0	1.3	-46.9
5	COc1ccc(C(=O)C2CCN(C(=O)c3ccc(F)cc3)CC2)cc1	5.8	0.6	-13.5	·	-0.8	-1.4	-6.0	-3.4	1.3	13.5
6	CCOCCCn1c(SCC(=O)NC2CCCC2)nc2ccccc2c1=O	6.5	0.0	7.3	-12.0	6.0	1.0	-12.1	-2.9	-1.7	-7.3
7	N#C/C(=C\c1cccs1)C(=O)NCC1CCCO1 (stereo unspecified)	·	-1.0	17.3	·	-16.3	-13.5	7.0	-3.8	-1.7	-17.3
8	Cc1ccccc1NC(=O)COC(=O)c1ccc(S(=O)(=O)N2CCCCCC2)cc1	·	-1.4	55.5	-1.5	-4.9	-11.5	1.8	-11.0	3.9	-55.5
9	Cc1c(S(=O)(=O)Nc2ccc(Oc3ccccc3)cc2)c(=O)n(C)c(=O)n1C	0.1	-0.7	10.4	-12.1	-2.0	-5.5	-9.3	·	0.2	-10.4
10	CC#CC[N+](C)(C)CCCCCCCC	9.2	-0.9	1.3	·	-3.4	-21.1	5.0	·	3.9	-1.3
11	Clc1ccc(CO/N=C/c2cccs2)cc1	-1.2	0.3	-3.5	·	-13.0	-15.9	8.9	0.3	-1.6	3.5
12	COc1ccccc1NS(=O)(=O)c1ccc(/C=C/C(=O)N2CCN(C(C)=O)CC2)cc1	15.9	-0.4	-41.6	1.1	2.2	0.5	0.3	-3.3	0.0	41.6
13	COc1cccc(NC(=O)CCC2CCN(C(=O)c3ccc(C(C)=O)s3)CC2)c1	8.5	-3.7	-32.8	-6.6	-5.5	-19.8	-3.1	-2.0	-3.3	32.8
14	O=C(COC(=O)c1ccc(S(=O)(=O)N2CCc3ccccc3C2)cc1)NC(=O)NCc1ccco1	-7.1	-1.5	10.4	-4.9	3.9	-5.6	61.2*	-1.4	0.9	-10.4
15	COc1ccccc1S(=O)(=O)Cc1ccc(C(=O)NC2CC2)o1	-9.4	0.0	8.6	14.2	11.6	10.8	-4.9	-2.2	-3.5	-8.6

3 entries drawn at random from the list so far:
nr	Compound	PfHsp90 set2	CAL PDZ FP-1	SR-BI DiI-HDL act	MITF act	Rtt109 HAT inh	PvdQ acylase	dFosB activator	CAL PDZ FP-2	NSD2 HMT inh	SR-BI HDL uptake
3	CC1CCc2c(nc3nc[nH]n3c2=O)C1 (stereo unspecified)	-6.8	-0.6	-14.7	0.3	4.9	-3.5	-0.7	-7.4	-8.7	14.7
1	CCC(=O)N1CCc2cc(S(=O)(=O)CCC(=O)N3CCN(c4ccc(C(C)=O)cc4)CC3)ccc21	1.9	-2.5	-25.9	-9.5	-9.2	-10.0	-13.8	-1.6	-3.9	25.9
5	COc1ccc(C(=O)C2CCN(C(=O)c3ccc(F)cc3)CC2)cc1	5.8	0.6	-13.5	·	-0.8	-1.4	-6.0	-3.4	1.3	13.5

(listing goes on)
nr	Compound	PfHsp90 set2	CAL PDZ FP-1	SR-BI DiI-HDL act	MITF act	Rtt109 HAT inh	PvdQ acylase	dFosB activator	CAL PDZ FP-2	NSD2 HMT inh	SR-BI HDL uptake
16	Cn1c(=O)c2c(ncn2CC(=O)OCC(=O)Nc2ccc(Cl)cc2Cl)n(C)c1=O	-1.4	-2.6	24.1	-1.5	-11.4	-2.0	-1.2	-0.4	-1.0	-24.1
17	CCN(CC(=O)NCCc1ccc(Cl)cc1)Cc1nc2ccccc2c(=O)[nH]1	-8.4	-1.4	-13.2	-12.5	-17.2	-11.4	-3.9	1.6	·	13.2
18	COc1cccc(N2CCN(S(=O)(=O)c3ccc4c(c3)oc(=O)n4C)CC2)c1	3.2	-2.4	15.8	11.7	3.6	-4.6	-5.1	-2.0	-7.0	-15.8
19	C=CCOCCN(C)C1=NS(=O)(=O)c2ccccc21	-1.2	-1.2	21.0	7.3	-5.1	10.2	0.7	1.7	-3.4	-21.0
20	CN(C(=O)c1cc(-c2ccc3c(c2)OCO3)on1)c1ccccc1	24.2	-1.2	4.2	101.0*	0.9	3.0	-0.8	13.5	18.1	-4.2
21	CCc1nnc(NC(=O)c2cc(S(=O)(=O)N(CC)CC)ccc2Cl)s1	-1.7	·	3.8	-1.9	-1.5	4.4	-4.6	-0.7	-2.6	-3.8
22	CCOc1cc(C)nc(N2CCC(C(=O)NCC3CCCO3)CC2)n1 (stereo unspecified)	-16.6	-1.0	-2.8	-1.1	-4.5	-11.1	-10.9	·	-2.7	2.8
23	CC(=O)c1ncnn1CC(=O)c1ccc(Cl)cc1Cl	22.5	-0.3	19.8	1.5	6.4	-6.2	-0.9	-1.9	-1.7	-19.8
24	CN(C)S(=O)(=O)c1cccc(COC(=O)c2cc([N+](=O)[O-])ccc2N2CCOCC2)c1	29.9	-2.0	-31.7	9.4	7.8	-12.4	-7.5	-2.4	0.8	31.7
25	CC1CCCCN1S(=O)(=O)c1ccc(N(C(=O)c2cnccn2)C(C(=O)NC2CCCC2)c2cccs2)cc1 (stereo unspecified)	4.0	-1.2	3.3	7.2	17.9	-4.2	-4.1	1.1	·	-3.3
26	CC(/C=C/c1ccco1)=N/NC(=O)c1ccccc1Cl	8.9	-2.6	23.6	·	-10.1	-19.7	-4.7	0.4	2.1	-23.6
27	CCCCNC(=O)CSc1nc2cc3c(cc2c(=O)n1CCCC(=O)NCCc1ccc(OC)c(OC)c1)OCO3	-14.9	-0.5	12.3	6.7	0.3	-12.3	-2.7	-1.7	-11.1	-12.3
28	Cc1ccccc1C(=O)OC1CCCN(C)C1 (stereo unspecified)	11.3	1.6	·	3.9	6.7	-9.3	-9.3	-1.5	-0.4	·
29	CC(C)c1ccc(C(O)c2cnc(C(C)C)n2C)cc1 (stereo unspecified)	-31.9	0.0	-8.9	39.5	-8.3	-16.8	-2.1	-7.9	·	8.9
30	Cc1ccc([C@@H]2[C@@H]3C(=O)N(C)C(=O)[C@@H]3[C@@H]3C(=O)Nc4ccccc4C(=O)N23)cc1	3.2	0.8	3.6	-2.6	4.0	0.0	-1.3	-3.6	·	-3.6
31	CCn1nc(C(=O)N2CCN(Cc3nc4ccccc4s3)CC2)c2ccccc2c1=O	-3.0	0.6	-13.3	34.6	-4.4	-4.1	-3.0	-1.4	-1.7	13.3
32	COc1ccc(C(=O)Nc2ccccc2N2CCOCC2)cc1Br	20.7	·	-79.9	-2.3	-7.6	-16.8	-5.7	-7.1	-4.4	79.9*
33	COc1ccc([C@H]2CC(=O)C=C(c3cccc(OCc4ccccc4)c3)C2)cc1	-7.6	0.0	-40.8	-4.1	3.9	0.5	1.4	-3.4	·	40.8
34	CC(C)C(NC(=O)c1ccccc1)c1nnc(SCC(=O)Nc2nccs2)n1C (stereo unspecified)	-9.6	0.2	16.0	·	5.5	17.8	-1.8	-2.6	2.8	-16.0
35	Cc1ccc(S(=O)(=O)Nc2cccnc2)c(C)c1C	-20.6	-0.9	0.4	·	-0.4	-11.9	0.2	-2.3	-3.1	-0.4
36	CCOC(=O)N1CCC(NC(=O)CCCC(=O)O)CC1	-20.6	-0.2	16.0	·	-11.7	-7.3	-6.8	-0.1	-1.1	-16.0
37	CCOC(=O)/C(C(N)=NC)=C(\O)c1ccccc1	2.3	0.0	17.3	-2.5	4.1	-11.3	1.9	0.5	-0.9	-17.3
38	COC(=O)C1SCC2C(=O)N(Cc3cccc(C)c3)CC(=O)N21 (stereo unspecified)	24.7	-2.0	12.7	8.5	4.2	-6.4	-6.0	-2.9	-2.3	-12.7
39	CCOc1ccccc1NC(=O)NNS(=O)(=O)c1ccc([N+](=O)[O-])cc1	-16.1	-0.9	32.1	-4.1	-3.7	-4.9	-0.6	-2.9	0.4	-32.1
40	CCOc1ccc(OCc2ccc(C(=O)OCc3ccccn3)o2)cc1	-11.1	-1.2	12.2	4.9	-8.7	-8.7	-5.6	1.3	·	-12.2
41	O=C1N=C(N2CCOCC2)S/C1=C\c1cccnc1	21.9	-0.8	13.4	-8.0	2.2	3.4	-10.6	·	-2.5	-13.4
42	CN(C)S(=O)(=O)c1cccc(NC(=O)/C=C/c2ccccc2[N+](=O)[O-])c1	22.7	-1.6	-75.3	0.4	3.7	-4.4	0.6	-2.1	-2.5	75.3*
43	COC(=O)c1ccc(-n2cncn2)c(F)c1	13.7	-2.6	11.2	-7.9	-8.8	-2.0	1.5	·	-3.1	-11.2
44	CCOc1ccc(C(=O)O)cn1	4.2	0.3	16.6	·	-7.2	-11.1	1.9	-4.1	·	-16.6
45	Cc1ccc(C)c(NC2=NS(=O)(=O)c3ccccc32)c1	6.3	-1.2	27.9	-4.0	-4.6	-7.5	-8.9	-1.8	-2.9	-27.9
46	COc1ccc(-c2nnn(CC(=O)N(CC(=O)NCCC(C)C)c3ccccc3)n2)cc1OC	-17.5	-2.1	-38.3	-8.1	16.6	1.7	-8.9	·	-1.6	38.3
47	COc1ccc(C(c2sc3nc(C)nn3c2O)N2CCC3(CC2)OCCO3)cc1 (stereo unspecified)	24.6	-2.1	7.0	0.1	-5.4	-20.6	-3.8	·	·	-7.0
